Screening data as filed in PubChem BioAssay.
Mcl1-Bid inh: Mcl-1/Bid interaction inhibition; Q07820; TR-FRET Mcl-1/Bid-Dy647 peptide binding, 1536-well; inhibition, % at 21.7 µM; 220,000 compounds, 0.97% hits; AID 1021;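 active means compounds that cut the binding signal by more than half at the single screening dose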;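 further: His-tagged Mcl-1 with europium anti-His antibody binding Bid BH3 peptide; 0% = Mcl-1 plus peptide wells and 100% = peptide-only wells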
Target sequence (Q07820 whole entry, looked up): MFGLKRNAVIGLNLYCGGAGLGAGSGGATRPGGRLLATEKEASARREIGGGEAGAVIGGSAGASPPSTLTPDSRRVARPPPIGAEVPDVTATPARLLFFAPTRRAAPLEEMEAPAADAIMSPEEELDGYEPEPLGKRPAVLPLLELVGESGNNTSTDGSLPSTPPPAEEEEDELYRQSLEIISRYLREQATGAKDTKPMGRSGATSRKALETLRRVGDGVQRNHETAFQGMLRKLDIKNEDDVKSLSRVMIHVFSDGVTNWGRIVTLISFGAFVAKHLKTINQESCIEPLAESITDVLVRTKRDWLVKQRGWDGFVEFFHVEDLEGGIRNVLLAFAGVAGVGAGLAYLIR
RGS8-Gao: human RGS8-Galphao interaction regulation | P09471 | multiplexed bead flow cytometry, RGS8-Galphao binding; actives lie on both sides | response (percent of control binding), % at 10 µM | 220,000 compounds, 0.34% hits | AID 1423; in the data active means response below about 60% or above about 140%; inactive means in between;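 further: Galphao activated as the GDP aluminium fluoride complex binding bead-coupled RGS8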
Target sequence (P09471 whole entry, looked up): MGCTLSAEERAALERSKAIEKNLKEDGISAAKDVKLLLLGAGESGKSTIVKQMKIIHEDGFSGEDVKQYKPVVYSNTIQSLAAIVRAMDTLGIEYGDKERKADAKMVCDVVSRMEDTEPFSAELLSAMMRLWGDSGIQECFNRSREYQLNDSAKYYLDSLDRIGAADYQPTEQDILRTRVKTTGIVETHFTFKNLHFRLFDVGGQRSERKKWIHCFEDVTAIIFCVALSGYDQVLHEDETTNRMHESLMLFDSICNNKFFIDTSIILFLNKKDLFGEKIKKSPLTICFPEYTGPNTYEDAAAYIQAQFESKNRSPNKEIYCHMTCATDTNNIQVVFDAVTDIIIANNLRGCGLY
Mcl1-Noxa inh: disrupts binding of human Mcl-1 to Noxa peptide; Q07820; TR-FRET Mcl-1/Noxa peptide binding, 2 h; inhibition, % at 21.7 µM; 220,000 compounds, 1.5% hits;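 active means compounds that cut the protein-peptide binding signal by more than 50% relative to plate controls in a single-dose test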;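 further: His-tagged Mcl-1 with rhodamine Noxa BH3 peptide and terbium anti-His antibody; 0% = Mcl-1 plus Noxa peptide wells and 100% = peptide-only wells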
Pf gamet viab: kills late stage P. falciparum gametocytes; P. falciparum stage V gametocytes, ATP luminescence, 24 h; inhibition, % at 10.9 µM; 150,000 compounds, 0.065% hits; AID 743093;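 active means inhibition above the mean plus 3 SD of compounds within the control limits, set per campaign, cut at about 38% in these data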;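 further: 0% = DMSO wells and 100% = medium only without gametocytes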
The depositor's hits bear a star.

Preview (5 entries):
Field names: A = Mcl1-Bid inh; B = RGS8-Gao; C = Mcl1-Noxa inh; D = Pf gamet viab
> O=c1[nH]c2ccccc2c2nc(-c3cccc(S(=O)(=O)N4CCCC4)c3)nn12
  A: -72	B: 99	C: 1	D: -1
> COc1ccccc1C1(CCN=Cc2ccc(N(C)C)cc2)CCOC(C)(C)C1 (stereo unspecified)
  A: -48	B: 101	C: 19	D: 16
> COc1ccc(NC(=S)NNC(=S)Nc2cccc(C(F)(F)F)c2)cc1
  A: -61	B: 96	C: -28	D: -5
> OC1NC(=S)N(c2ccccc2)C1O (stereo unspecified)
  A: -114	B: 100	C: -1	D: -2
> COc1ccc(Oc2cccc(Cl)c2CNC(=O)CSCC(=O)O)cc1
  A: -15	B: 97	C: 18	D: -8

The listing, repeating the preview:
Field names: A = Mcl1-Bid inh; B = RGS8-Gao; C = Mcl1-Noxa inh; D = Pf gamet viab
> O=c1[nH]c2ccccc2c2nc(-c3cccc(S(=O)(=O)N4CCCC4)c3)nn12
  A: -72	B: 99	C: 1	D: -1
> COc1ccccc1C1(CCN=Cc2ccc(N(C)C)cc2)CCOC(C)(C)C1 (stereo unspecified)
  A: -48	B: 101	C: 19	D: 16
> COc1ccc(NC(=S)NNC(=S)Nc2cccc(C(F)(F)F)c2)cc1
  A: -61	B: 96	C: -28	D: -5
> OC1NC(=S)N(c2ccccc2)C1O (stereo unspecified)
  A: -114	B: 100	C: -1	D: -2
> COc1ccc(Oc2cccc(Cl)c2CNC(=O)CSCC(=O)O)cc1
  A: -15	B: 97	C: 18	D: -8
> FC(F)(F)c1ccnc(Sc2n[nH]c(C(F)(F)F)n2)c1
  A: 0	B: 100	C: 9	D: -29
> Cc1cc(NC(=O)CC#N)n(-c2nc3ccccc3[nH]2)n1
  A: -59	B: 102	C: -99	D: -1
> CN(C)S(=O)(=O)c1cccc(NC(=O)COC(=O)CNC(=O)c2cccc([N+](=O)[O-])c2)c1
  A: -14	B: 102	C: 1	D: 10
> Cc1[nH]n(-c2ccccc2)c(=O)c1C=Nc1ccc(S(=O)(=O)N=C(N)N)cc1
  A: -17	B: 99	C: -6	D: 2
> Cc1nnc(NC(=O)CSc2nc(N)c(NC(=O)c3cccs3)c(=O)[nH]2)s1
  A: -90	B: 104	C: -6	D: -4
> CC(C)c1ccc(C(O)Cc2nc3ccccc3n2C)cc1 (stereo unspecified)
  A: -15	B: 103	C: -32	D: -18
> Cc1nc(CC(=O)c2ccc(O)c(C)c2O)cs1
  A: -29	B: 101	C: -9	D: 1
> Cc1cc(-n2cnc(-c3cn[nH]c3C)n2)no1
  A: 2	B: 97	C: -15	D: -10
> COc1ccc(C2=NOC(CNC(=S)N3CCOCC3)C2)cc1 (stereo unspecified)
  A: -5	B: 91	C: 23	D: 18
> COC(=O)CC1C(=O)NCCN1C(=O)c1sc2ccccc2c1Cl (stereo unspecified)
  A: -9	B: 99	C: 11	D: -4
> Cc1ccc(-c2nc(=S)c3c(n2Cc2cccnc2)CC(C)(C)OC3)cc1
  A: -110	B: 102	C: -1	D: 34
> Cc1sc2nc(COC(=O)c3cccc(OC(F)F)c3)[nH]c(=O)c2c1C
  A: 10	B: 86	C: 24	D: 4
> Cc1onc(-c2ccccc2Cl)c1C(=O)NCc1nc(-c2ccc(C(F)(F)F)cc2)no1
  A: 0	B: 103	C: -13	D: -11
> Cc1ccc(N2C(=O)c3ccccc3C2C(=O)c2ccc(C)c(C)c2O)cc1 (stereo unspecified)
  A: -11	B: 93	C: -3	D: -4
> CC(C)n1cc(-c2nc(C(=O)NN)cs2)c(=O)n(Cc2ccccc2)c1=O
  A: -14	B: 103	C: 8	D: -6
> Cc1ccc(NCC(=O)N/N=C/c2cccn2C)cc1
  A: -37	B: 97	C: 4	D: 5
> Cc1ccc(CSc2nnc(SCC(=O)N/N=C/c3ccc(C(=O)O)cc3)s2)cc1
  A: -19	B: 102	C: -12	D: -4
> O=C(NC(=S)Nc1ccc(CN2CCOCC2)cc1)c1ccco1
  A: -5	B: 100	C: 29	D: -2
> Cc1sc(NC(=O)CN2CCOCC2)c(C#N)c1C
  A: -21	B: 103	C: -7	D: 12
> O=C(OCC(=O)N1CCOCC1)c1ccc2[nH]c3c(c2c1)CCCC3
  A: -43	B: 102	C: -12	D: 5
> CC(=O)N(C)N(C)c1cc(C)nc(N)n1
  A: -3	B: 100	C: -1	D: -5
> COc1ccc(C(CC(=O)N2CCOCC2)c2c(O)cc(OC)cc2OC)cc1 (stereo unspecified)
  A: -15	B: 104	C: 6	D: 15
> Oc1ccccc1C=NCCN=Cc1ccccc1O
  A: -55	B: 101	C: 11	D: -4
> O=C(N/N=C/c1ccc(-c2ccccc2)o1)c1ccccc1O
  A: -35	B: 121	C: -20	D: -6
> COC(=O)Cc1[nH]nc2c1C(c1cc(OC)c(OC)c(OC)c1)C(C#N)=C(N)O2 (stereo unspecified)
  A: -107	B: 96	C: 5	D: 1
> CN(C(=O)CC1C(=O)NCCN1Cc1ccc(F)cc1)C1CCOCC1 (stereo unspecified)
  A: 2	B: 99	C: 12	D: 32
> O=[N+]([O-])c1cccc(-c2ccn[nH]2)c1
  A: -7	B: 110	C: 6	D: 2
> Cc1ccc2c(c1C)NC(=O)CC(c1ccccc1O)=N2
  A: -84	B: 102	C: -210	D: -22
> O=C(Nc1ccc(F)c(Cl)c1)Nc1csc2ccccc12
  A: -39	B: 101	C: 43	D: 4
> O=C(O)C1CCC(NSc2ccccc2[N+](=O)[O-])CC1 (stereo unspecified)
  A: -114	B: 97	C: 2	D: 11
> O=C(COc1ccc(C2SCCS2)cc1)Nc1ccc(Cl)cc1
  A: -8	B: 98	C: -10	D: -1
> COc1ccccc1N1CCN(C(=O)c2c(C)noc2C)CC1
  A: -23	B: 105	C: -2	D: -3
> CCOC(=O)c1c(NC(=O)Nc2ccc(C)cc2)sc2c1CCN(C)C2
  A: -9	B: 102	C: 19	D: -16
> CN(C)CCOC(=O)/C(=C/c1cn(C)c2ccccc12)NC(=O)c1ccccc1
  A: -55	B: 104	C: 11	D: 9
> CSc1n[nH]c(=O)n1-c1ccc(Cl)cc1
  A: 9	B: 99	C: 22	D: -1
> O=C1CN(c2cc(Cl)cc(Cl)c2)C(=O)CN1/N=C/c1cccnc1
  A: 4	B: 98	C: 7	D: -5
> CCN(CC)c1ccc(/C=N/NC(=O)c2ccc3nc[nH]c3c2)cc1
  A: -104	B: 95	C: 25	D: 4
> CCN(CC)C(=O)c1cc(Cl)ccc1NC(=O)c1ccco1
  A: -12	B: 104	C: -16	D: -4
> COc1cccc(/C=N/NC(=S)NCc2ccco2)c1OC
  A: -67	B: 101	C: -10	D: -2
> CC1CN(S(=O)(=O)c2cccc(C(F)(F)F)c2)CC(C)O1 (stereo unspecified)
  A: -9	B: 107	C: -19	D: -38
> CCOC(=O)c1c(/N=C/c2ccc(C)cc2O)sc2c1CCN(C)C2
  A: -33	B: 98	C: -6	D: 15
> CN(C)c1ncc(CN2CCC(CO)(CCCc3ccccc3)CC2)s1
  A: -21	B: 100	C: -10	D: 7
> Oc1ccc(-c2cn3ccccc3n2)cc1
  A: 0	B: 103	C: 5	D: 9
> Cc1ccccc1C(=O)Nc1cc(-c2cc(C(C)(C)C)oc2C)nn1C
  A: -50	B: 97	C: 25	D: 9
> O=C(CN1CCN(Cc2ccccc2)CC1)NC(c1ccccc1)c1ccccc1
  A: 27	B: 103	C: -16	D: -8
> O=C(COc1ncnc2cc(Cl)ccc12)c1ccc2c(c1)OCCO2
  A: 12	B: 104	C: -5	D: 7
> CCOC(=O)c1cn(Cc2ccccc2)c2cc(C)nn2c1=O
  A: -2	B: 96	C: -1	D: -8
> CC(C)c1nc2c(c(=O)c3ccccc3n2C)c(=O)n1CCc1ccccc1
  A: 5	B: 97	C: -1	D: -6
> Cc1ccc2nc(SCC(=O)Nc3ncccn3)[nH]c2c1
  A: -19	B: 96	C: 15	D: 16
> CCCN(CCC)CCNC(=O)c1cc2c(=O)n(CC)c3ccccc3c2s1
  A: 2	B: 100	C: 28	D: -18
> O=C(NCc1ccccc1)C(=O)Nc1cccc(C(=O)O)c1
  A: 13	B: 101	C: 22	D: 5
> NC(=O)C1(C(N)=O)OC1c1ccc(Cl)c(Cl)c1 (stereo unspecified)
  A: -2	B: 100	C: 4	D: 12
> O=C(CN1CCN(Cc2ccccc2F)C1=O)NCC1CCCO1 (stereo unspecified)
  A: -9	B: 94	C: -9	D: 3
> CCn1nc(C)c(/C=N/NC(=O)CSc2ccccn2)c1C
  A: -12	B: 97	C: -9	D: -3
> CC1CN(/C(=N\S(=O)(=O)c2ccccc2)c2ccccc2)CC(C)O1 (stereo unspecified)
  A: -23	B: 105	C: 16	D: 7

The list goes on.
Field names: A = Mcl1-Bid inh; B = RGS8-Gao; C = Mcl1-Noxa inh; D = Pf gamet viab
> Cc1ccc(S(=O)(=O)N(Cc2cc3ccc(C)cc3[nH]c2=O)c2ccccc2)cc1
  A: -16	B: 99	C: -36	D: -23
> Cc1cc(C)nc(/N=C(\N)Nc2ccc(SC(F)F)cc2)n1
  A: 0	B: 101	C: -19	D: -14
> COc1ccc(-c2[nH]ncc2CN2CCN(c3ccc(F)cc3)CC2)cc1
  A: 2	B: 101	C: -2	D: 17
> O/N=C/c1ccc(-c2ccccc2OC(F)(F)F)o1
  A: 2	B: 93	C: 2	D: 9
> Cc1ccc(C(=O)NC2(O)C(=O)c3ccccc3C2=O)cc1C
  A: -12	B: 101	C: -15	D: 6
> COc1cccc(OC)c1C(=O)NC(=O)Nc1c(F)c(F)c(F)c(F)c1F
  A: -9	B: 101	C: 11	D: -5
> Clc1ccc(CO/N=C/c2cccs2)cc1
  A: 6	B: 95	C: 4	D: -6
> COc1cccc(-n2c(=O)n(Cc3ccccc3)c(=O)c3[nH]cnc32)c1C
  A: -19	B: 99	C: 15	D: 6
> Cc1ccc(C(=O)CSc2nnnn2Cc2ccccc2)cc1C
  A: -31	B: 98	C: -11	D: 22
> Cc1n[nH]c(=S)n(/N=C/c2cccc([N+](=O)[O-])c2)c1=O
  A: -79	B: 106	C: -23	D: 13
> O=C(CN1CCCCCC1)NN(Cc1ccccc1)c1ccccc1
  A: 26	B: 101	C: 22	D: -7
> COC(=O)c1[nH]c2cc(OC)ccc2c1NC(=O)c1c(F)cccc1F
  A: -22	B: 100	C: 16	D: -8
> Nc1nc2ncc(C(=O)c3cc(F)ccc3O)cc2s1
  A: -13	B: 100	C: 4	D: 0
> COc1ccc(NC(=O)Nc2nnc(CC(=O)Nc3ccccc3)s2)cc1
  A: -54	B: 99	C: 22	D: -12
> N#CC1CN(Cc2ccccc2)CN(Cc2ccccc2)C1
  A: -24	B: 100	C: -7	D: -11
> N#Cc1cc(N)ccc1-n1cccc1
  A: -15	B: 99	C: 18	D: -7
> COC(=O)N/N=C(\CCC(=O)O)c1cccs1
  A: -4	B: 99	C: -2	D: 23
> Cc1ccc(-n2c(SCC(=O)N/N=C/c3ccccc3C(=O)O)nnc2-c2ccccc2)cc1
  A: -21	B: 96	C: -9	D: 15
> O=Cc1[nH]c2ccccc2c1N(C(=O)CCl)c1ccccc1
  A: -9	B: 101	C: 22	D: -20
> NS(=O)(=O)c1ccc(NC(=O)c2cccc(Cl)c2)cc1
  A: -19	B: 99	C: 1	D: -5
> CCOC(=O)N1CCc2c(sc3ncn(C)c(=O)c23)C1
  A: -8	B: 101	C: -6	D: 16
> CC(OCCN(C)C)C(=O)C12CC3CC(CC(C3)C1)C2 (stereo unspecified)
  A: -9	B: 100	C: 7	D: -9
> COc1ccc(Br)c(C(=O)NC(C)(C)CO)c1
  A: 33	B: 98	C: 4	D: 10
> COc1ccc(/C=N\Nc2ccc([N+](=O)[O-])cc2[N+](=O)[O-])c(C(=O)O)c1OC
  A: -3	B: 106	C: 8	D: 19
> N#CCC(=O)Nc1ccc(C(=O)NCc2cccc(Cl)c2)cc1
  A: -80	B: 94	C: 12	D: -30
> CC(=O)Nc1sc(C)c(C)c1C(=O)OCC(=O)Nc1cc(S(C)(=O)=O)ccc1Cl
  A: 6	B: 102	C: 5	D: -2
> COc1cc(NC(=O)c2ccc3snnc3c2)cc(OC)c1
  A: -17	B: 98	C: 13	D: -3
> CCN1CCN(c2nc(Nc3cccc(F)c3)nc(N)c2[N+](=O)[O-])CC1
  A: -12	B: 101	C: 57*	D: 8
> Cc1cc(Oc2ccc(=O)n(C)n2)nc(SCC(N)=O)n1
  A: -20	B: 97	C: -2	D: 11
> CC(C)S(=O)(=O)c1csc(C(=O)NN)c1Cl
  A: -21	B: 98	C: 11	D: -11
> Cn1nc(NC(=O)C2CCC2C(=O)O)c2c(F)cccc21 (stereo unspecified)
  A: -22	B: 102	C: 6	D: 12
> Clc1ccc(-c2c[n+](Cc3ccc(Br)cc3)c3n2CCCCC3)cc1
  A: -6	B: 97	C: 14	D: 12
> COc1ccc(CC(=O)NCc2nn(-c3ccccc3)nc2C)cc1OC
  A: -4	B: 100	C: 3	D: -2
> N/C(=N\OC(=O)c1ccc2c(c1)OCO2)c1ccncc1
  A: -22	B: 95	C: -2	D: 5
> CC1(C)Cc2c(sc3c2c(=O)n(-c2cccc(Cl)c2)c(=O)n3CC(N)=O)CO1
  A: -7	B: 100	C: -38	D: -23
> COc1cccc(NC(=O)C2CC(=O)N/C(=N/NC(=O)c3ccc(C)cc3)S2)c1 (stereo unspecified)
  A: -60	B: 105	C: -3	D: 15
> CCCc1c(C(=O)NNc2ccccc2OC)cnn1-c1ccccc1
  A: 0	B: 110	C: 21	D: 6

This is a subset (hit frequency here may not be typical).
